# CIT2 TOR yeast = yeast TOR pathway CIT2-GFP modulation; S. cerevisiae CIT2-GFP strain, flow cytometry, 3 h; 100 means same as DMSO wells; GFP response vs DMSO, % at 10 µM; 320,000 tested, 0.065% active; AID 2029;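 active = GFP response relative to DMSO above a set limit, near the screen mean plus 3 SD, cut at about 150% in these data; inconclusive = Fewer than 70 cells measured for a yeast strain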;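 note: ratio of well median GFP fluorescence to mean of DMSO wells on the plate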
# MEP2-GFP yeast = yeast TOR pathway MEP2-GFP modulation; S. cerevisiae MEP2-GFP strain, flow cytometry GFP, 3 h; 100% = DMSO control level; GFP response vs DMSO, % at 10 µM; 330,000 tested, 0.51% active; AID 2016;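 active = GFP response versus DMSO above a set limit, roughly screen mean plus 3 SD, cut at about 180% in these data; inconclusive = fewer than 70 cells counted for a yeast strain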;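 note: median GFP fluorescence of the barcode-gated MEP2-GFP cells per well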
# LAP4 TOR yeast = yeast TOR pathway LAP4-GFP modulation; S. cerevisiae LAP4-GFP multiplex, flow cytometry GFP, 3 h; median GFP as percent of DMSO wells; GFP response vs DMSO, % at 10 µM; 320,000 tested, 0.34% active; AID 2023;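 active = GFP response vs DMSO above a set limit, about the screen mean plus 3 SD, cut at about 150% in these data; inconclusive = under 70 cell events counted for the yeast strain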
# GASC-1 inh = inhibitors of human GASC-1 (JMJD2C) demethylase; inhibition, % at 2.35 µM; AID 2099; GST-JMJD2C(1-420) H3K9me3 demethylation, DELFIA europium; 330,000 tested, 0.069% active; Q9H3R0;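 active = more than half of a compound's replicate wells show inhibition beyond 50%, single wells judged on their own value; inconclusive = some, but no more than half, of replicates pass 50% inhibition; inactive = no replicate passes 50% inhibition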;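 note: signal counts dimethyl H3K9 product captured on neutravidin plate; 0% = median of DMSO wells and 100% = 0.3 times that DMSO median; strong numbers were not always called active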
# AGP1 TOR yeast = alters AGP1-GFP fluorescence in TOR pathway yeast screen; S. cerevisiae AGP1-GFP multiplex flow cytometry, 3 h; GFP as percent of DMSO wells; AID 2066; 320,000 tested, 0.02% active; GFP response vs DMSO, % at 10 µM;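 active = GFP response relative to DMSO above a set limit, near screen average plus 3 SD, cut at about 150% in these data; inconclusive = fewer than 70 cells counted for the yeast strain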;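 note: median GFP channel fluorescence of the gated AGP1 strain per well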
# VLA-4 inh = inhibition in a human VLA-4 binding assay; P13612; VLA-4 expressing cells, ligand binding flow cytometry; inhibition, % (about 7 µM as worked out from the volumes in the protocol); 330,000 tested, 0.2% active; in the data active = inhibition above about 50%
# GRK2 inh = blocks RNA aptamer binding to human GRK2. P25098. bead flow cytometry, FAM-aptamer displacement from GRK2. inhibition of aptamer binding, % at 10 µM. 330,000 tested, 0.59% active. AID 488847;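 active = inhibition of aptamer binding above 40%, roughly 3 SD of noise, on plates passing a quality check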;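 note: median bead fluorescence of bound FAM aptamer so fluorescent compounds give negative values; no value below 0 was filed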
# Target sequence (P25098 whole entry, looked up): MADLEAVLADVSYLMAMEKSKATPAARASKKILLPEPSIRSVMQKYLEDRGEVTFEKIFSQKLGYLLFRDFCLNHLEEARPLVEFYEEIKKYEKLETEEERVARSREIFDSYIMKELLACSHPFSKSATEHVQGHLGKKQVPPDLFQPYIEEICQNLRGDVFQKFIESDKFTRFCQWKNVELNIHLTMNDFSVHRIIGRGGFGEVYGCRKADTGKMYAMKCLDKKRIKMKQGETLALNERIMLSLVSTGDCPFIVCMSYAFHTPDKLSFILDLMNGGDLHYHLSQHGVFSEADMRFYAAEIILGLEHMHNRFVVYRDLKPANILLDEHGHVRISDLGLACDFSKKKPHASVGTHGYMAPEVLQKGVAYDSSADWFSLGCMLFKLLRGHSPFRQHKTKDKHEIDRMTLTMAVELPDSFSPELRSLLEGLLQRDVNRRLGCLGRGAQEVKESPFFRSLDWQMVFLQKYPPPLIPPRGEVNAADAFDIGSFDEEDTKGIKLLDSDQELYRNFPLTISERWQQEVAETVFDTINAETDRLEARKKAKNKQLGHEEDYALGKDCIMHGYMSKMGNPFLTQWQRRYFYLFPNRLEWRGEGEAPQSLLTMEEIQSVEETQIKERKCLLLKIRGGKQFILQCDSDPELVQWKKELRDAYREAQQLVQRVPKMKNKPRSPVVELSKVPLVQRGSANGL
# RPL19A TOR yeast = yeast TOR pathway RPL19A-GFP modulation; S. cerevisiae RPL19A-GFP strain, flow cytometry, 3 h; stronger effect = lower value; percent response vs DMSO, % at 10 µM; 330,000 tested, 0.3% active; AID 2025;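 active = percent response vs DMSO below 50%; inconclusive = fewer than 70 events counted for the yeast strain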;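 note: median channel GFP fluorescence of the barcoded RPL19A-GFP strain; ratio of sample median GFP to plate DMSO average so 100% = DMSO; lower means less RPL19A-GFP as with rapamycin TOR inhibition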
# * marks the source's active call; other numbers are inactive results; ? = inconclusive; . = no result given; & = joins results of further samples.
mol	CIT2 TOR yeast	RPL19A TOR yeast	AGP1 TOR yeast	VLA-4 inh	GRK2 inh	LAP4 TOR yeast	MEP2-GFP yeast	GASC-1 inh
c1cncc(CNc2nc(N3CCOCC3)nc(N3CCOCC3)n2)c1	?	?	?	4	0	?	?	-5
CNc1nc2c(c(=O)[nH]c(=O)n2C)n1CCCc1ccccc1	110	104	106	4	0	103	115	31
c1coc(-c2cc(C3CCNCC3)[nH]n2)c1	.	91	90	0	1	91	92	17
Cc1ccc(S(=O)(=O)NC(=NC2CCCCC2)c2ccccc2)cc1	104	103	100	2	2	93	103	1
O=C(CCN1N=C(c2ccccc2)CCC1=O)NCC1CCCO1 (stereo unspecified)	109	105	107	2	0	104	116	-16
CS(=O)(=O)CC(=O)Nc1ccc2nc3n(c(=O)c2c1)CCCCC3	81	87	86	5	0	84	94	97
O=C(COC(=O)Cc1cccs1)Nc1ccccc1	95	99	98	5	0	104	102	2
O=C(Nc1ccc(S(=O)(=O)N2CCOCC2)cc1)c1cc(-c2ccccc2O)n[nH]1	97	102	103	7	1	104	108	-1
Cc1cccc(Nc2nc(CC(=O)O)cs2)c1	103	91	95	-5	2	102	100	2
CC(c1ccccc1)N1C(=O)C2C3C=CC(C4CC34)C2C1=O (stereo unspecified)	99	107	101	7	2	96	98	7
CSc1ccc(CNCCCSc2ncccn2)cc1	97	100	106	5	0	92	98	-6
CCC1CN(C(=O)N2CCC(C(=O)NCc3ccccc3OC)CC2)c2cc(C)ccc2O1 (stereo unspecified)	106	101	104	12	2	102	103	-1
CC1CN(C(=O)CSc2nnc(C3CCCCC3)n2N)CC(C)O1 (stereo unspecified)	79	95	81	-1	2	98	93	1
Cc1ccc(C2=NS(=O)(=O)N(C)C(C(=O)NCc3ccc(F)cc3)=C2)cc1	93	95	93	-5	0	86	86	-6
Cc1cccc(CCNC(=O)c2cc(S(=O)(=O)N3CCCC3)cn2C)c1	93	96	93	4	1	90	95	-19
Oc1ccc(-c2[nH]ncc2-c2ccc(Cl)cc2)c(O)c1	109	102	105	7	0	106	101	-11
Cc1cccc(Nc2nnc(SCC3CCCCO3)s2)c1C (stereo unspecified)	91	98	96	17	0	105	107	4
CCS(=O)(=O)N1CCC(C(=O)Nc2cc([N+](=O)[O-])ccc2C)CC1	109	105	111	-2	0	110	102	0
CCCC(O)(c1ccc(Br)cc1)C(CN1CCOCC1)c1ccc(Cl)cc1 (stereo unspecified)	96	100	94	4	0	96	105	53
CN(C(=O)Nc1ccc(C(C)(C)C)cc1)C1CCCCC1	102	94	103	-3	0	102	89	0
COc1cccc(-c2nc(CS(=O)(=O)CC(=O)N3CCc4ccccc43)c(C)o2)c1	111	98	105	2	2	112	99	-9
CCC(C)NC(=O)CS(=O)Cc1nc(-c2cccc(OC)c2)oc1C (stereo unspecified)	96	96	99	14	0	106	95	0
COc1ccc(NC(=O)C(=O)NCCN2CCN(C(=O)C(c3ccccc3)c3ccccc3)CC2)cc1	97	101	102	10	2	102	103	-12
CC(C)[C@H](N)C(=O)OCCOCn1cnc2c(=O)[nH]c(N)nc21	77&105	101&102	86&102	8&7	0&0	101&104	96&98	4
O=C(CSc1ccccn1)Nc1nncs1	85	97	107	16	0	96	89	8
COC(=O)c1ccc(C(=O)OC)c(NC(=S)N2CCCC2)c1	107	105	106	4	0	103	105	7
CCOc1cc(/C=N/NC(=O)C(=O)N2CCCC2)ccc1O	120	105	108	4	1	98	108	65
O=C(c1cc2ccc([N+](=O)[O-])cc2oc1=O)N1CCOCC1	100	103	108	14	0	106	106	25
CCOc1cc(/C=N/O)cc(Br)c1OCC	93	96	87	8	0	89	92	-8
Nc1nc(-c2cccs2)c(CC(=O)O)s1	92	96	103	8	4	108	102	-15

# 6 compounds from above, reduced to AGP1 TOR yeast, LAP4 TOR yeast and RPL19A TOR yeast.
mol	AGP1 TOR yeast	LAP4 TOR yeast	RPL19A TOR yeast
O=C(COC(=O)Cc1cccs1)Nc1ccccc1	98	104	99
Oc1ccc(-c2[nH]ncc2-c2ccc(Cl)cc2)c(O)c1	105	106	102
CCC1CN(C(=O)N2CCC(C(=O)NCc3ccccc3OC)CC2)c2cc(C)ccc2O1 (stereo unspecified)	104	102	101
CCS(=O)(=O)N1CCC(C(=O)Nc2cc([N+](=O)[O-])ccc2C)CC1	111	110	105
CS(=O)(=O)CC(=O)Nc1ccc2nc3n(c(=O)c2c1)CCCCC3	86	84	87
Cc1ccc(S(=O)(=O)NC(=NC2CCCCC2)c2ccccc2)cc1	100	93	103

# Shown as labelled records: entries from further up.
> Cc1cccc(CCNC(=O)c2cc(S(=O)(=O)N3CCCC3)cn2C)c1
- CIT2 TOR yeast: 93
- RPL19A TOR yeast: 96
- AGP1 TOR yeast: 93
- VLA-4 inh: 4
- GRK2 inh: 1
- LAP4 TOR yeast: 90
- MEP2-GFP yeast: 95
- GASC-1 inh: -19

> CCS(=O)(=O)N1CCC(C(=O)Nc2cc([N+](=O)[O-])ccc2C)CC1
- CIT2 TOR yeast: 109
- RPL19A TOR yeast: 105
- AGP1 TOR yeast: 111
- VLA-4 inh: -2
- GRK2 inh: 0
- LAP4 TOR yeast: 110
- MEP2-GFP yeast: 102
- GASC-1 inh: 0

# Further entries follow:
mol	CIT2 TOR yeast	RPL19A TOR yeast	AGP1 TOR yeast	VLA-4 inh	GRK2 inh	LAP4 TOR yeast	MEP2-GFP yeast	GASC-1 inh
O=C(Nc1cccnc1)c1cc(-c2ccccc2)on1	90	95	92	-14	0	112	96	-4
COc1ccc(C(=O)O/N=C2\CCCc3nonc32)cc1	94	91	95	-8	0	114	94	0
COCC(C)n1c(C)cc(C(=O)CN2C(=O)NC3(CCCCC3C)C2=O)c1C (stereo unspecified)	90	97	99	7	2	89	94	-3
CCN(CCCNC(=O)c1ccc(N2CCCC2=O)cc1)c1cccc(C)c1	104	93	.	-2	0	96	101	19
Cc1ccc2c(Cl)cc(Cl)c(OCC(=O)NC(=O)NCc3ccco3)c2n1	98	92	95	26	0	87	91	-5
Cc1ccc(NC(=O)C(C)OC(=O)/C=C/c2ccccc2)cc1S(=O)(=O)N1CCOCC1 (stereo unspecified)	103	96	107	-9	3	98	95	3
CC(NC(=O)CCc1ccc(S(=O)(=O)NC2CCCCC2)cc1)c1ccccc1 (stereo unspecified)	94	100	94	12	0	91	103	1
Cc1cc(OCc2cc(C(=O)N(C)Cc3ccccn3)no2)cc(C)c1Cl	76	89	79	16	6	87	82	-7
COc1ccccc1CC(NC(C)=O)C(=O)NC1CCN(S(=O)(=O)c2ccc(NC(C)=O)cc2)CC1 (stereo unspecified)	102	100	99	14	0	101	106	-223
COCCN1C(=O)c2oc3ccccc3c(=O)c2C1c1cccc(O)c1 (stereo unspecified)	113	104	110	-10	2	102	104	-1
CC1(C(=O)OCC(=O)N2c3ccccc3Sc3ccccc32)CC1(Cl)Cl (stereo unspecified)	110	110	105	12	4	102	113	1
Cc1nnc(SCC(=O)N2CCN(c3cccc(Cl)c3)CC2)n1C1CC1	106	107	114	2	1	121	112	-1
COc1ccc(-c2csc(NC(=O)CSCC(=O)Nc3cc(C)on3)n2)cc1	101	97	102	1	2	104	101	-1
CC(C)C(NC(=O)OCc1ccccc1)C(=O)NCc1ccc(C(=O)O)cc1 (stereo unspecified)	84	108	83	3	0	101	106	-42
Cc1cccc(NC(=O)/C(C#N)=C\c2cc(C)n(-c3ccc(C(=O)O)cc3)c2C)c1	105	106	105	12	5	108	111	-7
CS(=O)(=O)N(CCc1ccccc1)CC(=O)NCC1CCCO1 (stereo unspecified)	92	97	97	4	1	102	94	46
NC1=CC(=O)c2cccc3cccc1c23	100	106	105	-24	0	90	105	24
O=C(Cc1ncc(C(F)(F)F)cc1Cl)NCCc1ccccc1	110	101	96	3	3	96	105	1
COc1ccc2[nH]c(=O)c(-c3noc(-c4ccc(F)cc4)n3)cc2c1	87	100	101	-10	0	90	96	7
O=C(Nc1ccccc1N1CCN(C(=O)c2ccc(Cl)cc2)CC1)c1ccc([N+](=O)[O-])o1	82	95	97	4	4	115	103	-6
CCCn1c2ccccc2c2cnn(CC(=O)NC3CCN(Cc4ccccc4)CC3)c(=O)c21	100	100	105	-105	0	95	105	-6
CCC(C)[C@H](N)c1cn([C@@H](Cc2ccc(O)cc2)C(=O)N2CCNCC2)nn1 (stereo partly specified)	83	90	81	7	0	116	87	-7
C=CCNC(=O)C1COc2ccccc2O1 (stereo unspecified)	89	96	98	8	0	104	95	-2
Oc1ccc(N2Cc3ccccc3C2)cc1	101	99	97	-2	1	96	100	8
O=C(c1ccc(NS(=O)(=O)c2ccc(F)cc2)cc1)N1CCOCC1	102	106	111	4	2	117	105	1
COc1ccc(NS(=O)(=O)c2ccc(Oc3ncccn3)cc2)cc1	98	100	102	11	0	98	101	5
CN1CCN(C(=O)c2ccccc2NC(=O)COc2ccccc2Cl)CC1	93	105	94	7	0	87	93	-4
Cc1ccc(C(=O)Nn2cnnc2)cc1Cl	102	106	97	0	0	91	104	-14
CC(=O)C(/C=N/c1cc(-c2ccc(C)cc2)nn1-c1ccccc1)=C(\C)O	106	108	106	7	2	93	102	-6
CCn1c(=S)ccc2ccc(OC)cc21	96	96	91	-5	35	119	115	-12

# Entries shown so far that have a thiophene ring, fused or not (two):
mol	CIT2 TOR yeast	RPL19A TOR yeast	AGP1 TOR yeast	VLA-4 inh	GRK2 inh	LAP4 TOR yeast	MEP2-GFP yeast	GASC-1 inh
O=C(COC(=O)Cc1cccs1)Nc1ccccc1	95	99	98	5	0	104	102	2
Nc1nc(-c2cccs2)c(CC(=O)O)s1	92	96	103	8	4	108	102	-15

# (further entries)
mol	CIT2 TOR yeast	RPL19A TOR yeast	AGP1 TOR yeast	VLA-4 inh	GRK2 inh	LAP4 TOR yeast	MEP2-GFP yeast	GASC-1 inh
COc1cccc(N2CCN(c3ccc4nnc(CCC(=O)Nc5ncccc5C)n4n3)CC2)c1	107	98	99	2	0	97	111	7
Cn1nnnc1Sc1ccc(C(=O)O)cc1[N+](=O)[O-]	114	97	111	24	4	105	102	3
Cc1ccccc1NC(=O)c1ccc(NS(=O)(=O)c2cc(C(C)(C)C)cc(C)c2C)cc1	103	101	95	9	1	112	173	3
Cc1ccc2oc(C(=O)N3CCN(c4cccc(C)n4)CC3)c(C)c2c1	113	104	102	13	0	98	111	-4
CC(NC(=O)C1CCC(CNC(=O)[C@@H]2Cc3ccccc3CN2)CC1)c1ccccc1 (stereo partly specified)	102	94	95	0	0	86	88	0
CCC1(c2ccccc2)NC(=O)N(CC(=O)N2CC(=O)Nc3ccccc32)C1=O (stereo unspecified)	84	91	90	1	1	86	90	17
O=S(=O)(c1ccccc1F)N1CCN(c2nc(-c3cccnc3)nc3ccccc23)CC1	92	96	103	-10	0	101	111	3
Cc1cnc(NC(=O)COc2ccccc2)s1	92	97	102	-1	0	103	105	2
O=C(c1ccc2c(c1)OCCO2)N1CCCCC1	116	104	105	5	0	116	120	3

# Compound activity as filed in PubChem.
